PP1 inh – blocks human PP1-alpha phosphatase, a PP5 counter-screen. P62136. purified PP1alpha, OMFP fluorescence. inhibition, % at 6.7 µM. hit rate 0.9% among 320,000;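 active means inhibition above the mean inhibition of all tested compounds plus 3 SD, computed separately for each screening campaign, cut at about 15% in these data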
Fh CTSL1 inh – blocks F. hepatica cathepsin L1 in PFM18AAP counter-screen; hit rate 0.49% among 300,000; inhibition, % at 5.96 µM; AID 1906; recombinant F. hepatica cathepsin L1, Z-Leu-Arg-MCA fluorescence;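 active means inhibition above the mean of all tested compounds plus 3 SD, set per screening campaign, cut at about 17% in these data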;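 further: 0% = plate median of test compound wells and 100% = 1 µM Z-Phe-Ala-diazomethylketone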
GRK2 inh – blocks RNA aptamer binding to human GRK2; P25098; bead flow cytometry, FAM-aptamer displacement from GRK2; inhibition of aptamer binding, % at 10 µM; hit rate 0.59% among 330,000; AID 488847;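 active means inhibition of aptamer binding above 40%, roughly 3 SD of noise, on plates passing a quality check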;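 further: median bead fluorescence of bound FAM aptamer so fluorescent compounds give negative values; no value below 0 was filed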
VLA-4 inh – inhibition in a human VLA-4 binding assay. hit rate 0.2% among 330,000. VLA-4 expressing cells, ligand binding flow cytometry. inhibition, % (about 7 µM as worked out from the volumes in the protocol). AID 2557; in the data active means inhibition above about 50%
GASC-1 inh – human JMJD2C demethylase inhibition. hit rate 0.069% among 330,000. inhibition, % at 2.35 µM. Q9H3R0. GST-JMJD2C(1-420) H3K9me3 demethylation, DELFIA europium;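 active means more than half of a compound's replicate wells show inhibition beyond 50%, single wells judged on their own value; inconclusive means some, but no more than half, of replicates pass 50% inhibition; inactive means no replicate passes 50% inhibition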;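 further: signal counts dimethyl H3K9 product captured on neutravidin plate; 0% = median of DMSO wells and 100% = 0.3 times that DMSO median; strong numbers were not always called active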
Target sequence (Q9H3R0 1-420 limits assumed): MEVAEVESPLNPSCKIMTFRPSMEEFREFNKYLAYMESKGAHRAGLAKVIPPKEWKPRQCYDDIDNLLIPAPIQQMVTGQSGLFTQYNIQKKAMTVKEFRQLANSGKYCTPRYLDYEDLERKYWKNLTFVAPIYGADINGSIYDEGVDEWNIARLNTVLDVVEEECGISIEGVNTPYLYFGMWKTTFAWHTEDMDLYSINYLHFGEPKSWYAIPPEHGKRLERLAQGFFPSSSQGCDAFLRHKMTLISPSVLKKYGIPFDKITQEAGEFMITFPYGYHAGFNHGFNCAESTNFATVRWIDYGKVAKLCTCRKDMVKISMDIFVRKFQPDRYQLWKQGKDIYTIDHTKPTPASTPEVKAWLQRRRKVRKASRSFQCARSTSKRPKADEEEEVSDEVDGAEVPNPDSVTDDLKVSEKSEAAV
proCasp3 act – activators of human procaspase-3; recombinant procaspase-3 D3A, Ac-DEVD-pNA absorbance 405 nm; activation, % at 8.5 µM; hit rate 0.11% among 330,000; AID 463141;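 active means activation above the mean of all tested compounds plus 3 SD, cut at about 21% in these data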;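 further: 0% = DMSO alone and 100% = DMSO wells spiked with extra 5 µM PC-3 D3A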
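Test system: Procaspase-3 D3A mutant, all three cleavage aspartates alanine | Dosing: Single dose, 8.5 µM nominal compound, 0.8% DMSO | Schedule: 1 h preincubation, 2 h reaction | Technique: 405 nm absorbance of p-nitroaniline, reads at 0 and 120 min | Repeats: One well per compound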
PP5 inh – PP5 (human) phosphatase inhibition | P53041 | purified PP5c, OMFP substrate fluorescence | inhibition, % at 6.7 µM | hit rate 0.18% among 320,000;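 active means inhibition above the campaign's mean inhibition across all tested compounds plus 3 SD, cut at about 9.5% in these data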;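 further: 0% = DMSO only and 100% = 100 µM cantharidin control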
Target sequence (P53041 whole entry, looked up): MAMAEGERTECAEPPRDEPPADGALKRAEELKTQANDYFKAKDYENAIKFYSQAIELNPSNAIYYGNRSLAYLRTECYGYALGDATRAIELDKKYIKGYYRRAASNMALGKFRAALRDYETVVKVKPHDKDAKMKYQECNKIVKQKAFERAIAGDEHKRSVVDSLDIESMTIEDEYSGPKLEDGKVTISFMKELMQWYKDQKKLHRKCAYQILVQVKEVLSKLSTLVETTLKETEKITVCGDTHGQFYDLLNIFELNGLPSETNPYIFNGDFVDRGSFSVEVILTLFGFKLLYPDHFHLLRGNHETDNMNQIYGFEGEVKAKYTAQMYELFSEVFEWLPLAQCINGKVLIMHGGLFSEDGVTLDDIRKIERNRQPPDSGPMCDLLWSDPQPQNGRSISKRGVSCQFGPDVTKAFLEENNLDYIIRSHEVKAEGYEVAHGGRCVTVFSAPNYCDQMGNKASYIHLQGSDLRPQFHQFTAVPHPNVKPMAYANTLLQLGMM
HCV core dimer – HCV core protein dimerization inhibition; TR-FRET GST/Flag-core106 dimerization, 1536-well; hit rate 0.33% among 300,000; AID 1899; inhibition, % at 5 µM;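 active means inhibition above the mean of all tested compounds plus 3 SD, set per screening campaign, cut at about 45% in these data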
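Assay system: GST-tagged and Flag-tagged HCV core protein residues 1-106 / Times: compound-protein-antibody incubation 4 h at 22.5 °C / Signal: time-resolved FRET, ex 340 nm, em 617 and 671 nm / Evaluation: % inhibition based on acceptor/donor emission ratio / Benchmarks: wells lacking GST-core106 and wells with excess unlabelled core106 / Repeats: singlicate, one well per compound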
procasp7 counter – counter-screen: procaspase-7 (human) activation; hit rate 0.093% among 330,000; P55210; AID 463210; recombinant procaspase-7, Ac-DEVD-pNA absorbance 405 nm; D23A/D198A/D206A triple mutant, cannot self-cleave; scale: DMSO 0, 5 µM enzyme 100; activation, % at 8.5 µM;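 active means percent activation above the screen-wide mean plus 3 SD, cut at about 25% in these data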
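signal = Epi-absorbance of released pNA at 405 nm, two timepoints | assay system = Uncleavable procaspase-7 mutant enzyme | reagent = Ac-DEVD-pNA substrate, 400 µM as added | times = 1 h enzyme–compound preincubation and 2 h substrate reaction, both 25 °C | benchmarks = low DMSO alone, high DMSO plus 5 µM PC-7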
* hit, by the source's call; u = inconclusive; x = not tested or not shown.

The opening 2 entries, to show the layout:
#	compound	PP1 inh	Fh CTSL1 inh	GRK2 inh	VLA-4 inh	GASC-1 inh	proCasp3 act	PP5 inh	HCV core dimer	procasp7 counter
1	O=C1CCN(S(=O)(=O)c2ccccc2)C2CCCCC12 (centres undefined)	-4	1	3	12	-3	-4	-0.1	5	-2
2	COc1ccc(C(=O)NN2CCOCC2)cc1[N+](=O)[O-]	-3	1	0	12	-19	9	2.7	-1	0

The list itself, previewed entries included:
#	compound	PP1 inh	Fh CTSL1 inh	GRK2 inh	VLA-4 inh	GASC-1 inh	proCasp3 act	PP5 inh	HCV core dimer	procasp7 counter
1	O=C1CCN(S(=O)(=O)c2ccccc2)C2CCCCC12 (centres undefined)	-4	1	3	12	-3	-4	-0.1	5	-2
2	COc1ccc(C(=O)NN2CCOCC2)cc1[N+](=O)[O-]	-3	1	0	12	-19	9	2.7	-1	0
3	COc1ccc(CN(Cc2nc3ccccc3c(=O)[nH]2)C(=O)c2ccco2)cc1	1	2	3	-5	-2	-6	-4.2	-19	-18
4	Oc1ccc(-c2ccccc2)cc1CN1CCCCCC1	-1	-4	0	8	-22	4	0.1	4	7
5	COc1ccccc1NC(=O)Cn1nc(Cc2cccnc2)c2ccccc2c1=O	-4	2	1	-4	-3	3	2.2	1	1
6	CC(C)(C)C(=O)Nc1ccc(C(=O)NNC(=O)Cc2ccccc2)cc1	-2	4	0	1	0	1	0.4	1	4
7	CCOC(=O)N1CCN(c2c(NCc3ccc(Cl)cc3)c(=O)c2=O)CC1	-5	3	0	-24	2	0	-2.4	8	4
8	CCN(CC)CCn1c2c(c(SCC(=O)Nc3cc(OC)cc(OC)c3)nc1=O)CCC2	-3	-1	1	2	-8	-11	-0.1	2	7
9	Cc1ccc(Cc2c(C)nc3nc(SCC(=O)NCCCN4CCCCC4)nn3c2C)cc1	1	4	0	5	-4	4	-1.8	-8	-2
10	C=CCOC(=O)C(=O)/C=C/c1csc2ccccc12	9	-2	2	-3	5	1	1.1	16	3
11	O=C(NCCC(=O)N(Cc1ccco1)Cc1cccs1)c1ccc(Br)cc1	4	x	2	-7	8	-4	3.1	x	4
12	c1cc(CSc2nnc(-c3ccc4c(c3)OCO4)o2)ccn1	-5	-5	1	21	-12	-6	1.9	-2	10
13	Cc1cccc(C(=O)Nc2ccc(S(=O)(=O)N3CCOCC3)cc2)c1[N+](=O)[O-]	-2	-2	0	-11	0	2	1.4	-5	-9
14	Cc1ccc(NC(=O)CCCN2C(=S)NC(C)(C)CC2C)cc1 (centres undefined)	5	-2	2	-2	-37	-8	-0.4	-1	4
15	CCOc1ccccc1/C=c1\sc2nc(-c3ccco3)nn2c1=O	1	-1	0	11	6	-11	1.3	62*	-20
16	OCCN1CCN(c2nc(-c3ccccc3)c3cc(Cl)ccc3n2)CC1	6	3	0	-4	-5	-34	2.6	-13	-16
17	Cc1ccc(NC(=O)COC(=O)c2ccc3c(c2)OCCO3)cc1	-5	x	3	6	-12	3	-1.7	x	5
18	Cc1cc2ccccn2c1C(=S)NC(=O)c1ccccc1	0	1	0	x	-3	-27	0.1	-21	-57
19	O=C(NN1C(=O)C2C(C1=O)C1C=CC2C12CC2)c1cccc(Cl)c1 (centres undefined)	-4	-1	2	4	7	10	1.4	-2	6
20	CCOc1ccc(/C=N/OCC(=O)Nc2ccc(OCc3ccccc3)cc2)cc1OC	-1	6	0	-1	1	-5	-6.5	1	-18
21	COCCNC(=S)NNC(=O)c1cccs1	1	0	2	25	22	-2	0.0	0	1
22	CCN(C[C@H]1N[C@@](CC)(C(=O)OC)[C@H]2C(=O)N(Cc3ccccc3)C(=O)[C@@H]12)C(=O)c1ccc(C(C)(C)C)cc1	x	x	0	-18	x	3	x	x	13
23	CCOC(=O)Cn1c(=O)oc2cc(S(=O)(=O)NCC3CCCO3)ccc21 (centres undefined)	-4	-1	0	-44	4	11	-2.3	-3	0
24	CCOc1ccccc1NS(=O)(=O)c1ccc(-n2cccn2)cc1	-2	-5	0	7	-2	4	-0.4	-4	7
25	CCCCNC(=O)Cn1cnc2sc(C)c(S(=O)(=O)N3CCN(c4ccccc4OC)CC3)c2c1=O	-2	3	0	0	4	8	0.2	9	0
26	O=C1NC(=S)S/C1=C1\Sc2ccccc2N1CCCS(=O)(=O)O	0	7	1	12	7	-13	-0.2	-26	-16
27	Cc1ccc(C(=O)CCC2CCCCC2=O)cc1 (centres undefined)	0	2	0	29	-3	4	1.3	2	10
28	O=C(Cn1c(CO)nc2ccccc21)Nc1cc(C(F)(F)F)ccc1N1CCOCC1	1	0	2	18	5	3	1.1	-2	0
29	N#Cc1ccsc1NC(=O)COC(=O)c1cc2ccccc2cc1O	2	-1	1	7	-14	-1	-1.2	22	4
30	CCN(c1ccccc1)S(=O)(=O)c1ccc(C(=O)Nc2ccccn2)cc1	-1	-5	2	-5	u	14	2.0	-3	7
31	Cc1cc(Cl)ccc1OCC(=O)N1CC(C)CC(C)C1 (centres undefined)	1	0	1	-6	6	-2	4.3	-2	4
32	N#CCCn1cc(C(=O)N2CCCCC2)c(-c2ccc([N+](=O)[O-])cc2)n1	-2	-3	2	10	-11	-4	-0.4	0	7
33	CCC(C)NC(=O)C1CCC(CNS(=O)(=O)c2cccc3nsnc23)CC1 (centres undefined)	0	1	7	-1	u	1	-1.0	-2	1
34	CCOC(=O)Nc1ccc(S(=O)(=O)NC2CCCCC2)cc1	1	-3	1	7	3	4	1.1	5	0
35	O=[N+]([O-])c1cccc(C2(O)COc3ccccc3O2)c1 (centres undefined)	0	1	1	8	-4	11	-1.1	3	6
36	Cc1ccc(C2(c3ccccc3)NC(=O)N(CC(=O)NCc3ccco3)C2=O)cc1C (centres undefined)	1	x	0	17	7	-6	3.4	x	-13
37	COc1ccc(OCCN(C)C(=O)c2cccc(S(=O)(=O)N(C)c3ccccc3)c2)cc1	-2	x	1	23	5	3	1.6	x	7
38	CCOC(=O)CNC(=O)CSc1nc2c(C)cccc2cc1CC	-3	2	1	-1	1	1	1.0	4	-2
39	COC(=O)CCC(=O)NC(=S)Nc1ccc(S(=O)(=O)Nc2cc(OC)nc(OC)n2)cc1	3	-6	0	0	-10	-7	-0.7	-3	2
40	O=C(OCN1C(=O)c2ccccc2C1=O)c1cccs1	-3	-15	3	3	-1	5	2.8	4	9
41	CC(C)N1CCN(C(=O)c2ccc(OC3CCN(CCc4ccccc4)CC3)cc2)CC1	-3	1	0	-16	x	7	2.7	-14	-10
42	CN1C(=O)c2cccc3c(S(=O)(=O)Nc4ccccn4)ccc1c23	-2	7	3	12	-4	-10	1.1	5	0
43	COc1cccc(C(C)NC(=O)Cc2cccs2)c1 (centres undefined)	2	1	0	-1	-12	2	-1.3	6	-2
44	O=C(CCN1C(=O)/C(=C/c2ccccc2Cl)SC1=S)NCCCN1CCOCC1	6	3	0	23	4	-9	3.8	-17	-30
45	O=S(=O)(NCC1COc2ccccc2O1)c1ccccc1F (centres undefined)	x	x	3	4	-2	-3	x	x	-5
46	O=C(c1ccccc1[N+](=O)[O-])N1CCN(c2ccc(N3CCOCC3)nn2)CC1	-5	2	2	29	6	-3	-1.8	0	-1
47	Cc1c(NC(=O)c2cc3c(s2)CCCC3)c(=O)n(-c2ccccc2)n1C	1	-2	0	6	-5	12	-1.5	-2	6
48	Cc1ccc(CS(=O)(=O)CCC(=O)NCCC2=CCCCC2)cc1	-4	1	0	-16	-11	2	-2.1	4	11
49	CC1CC(C)CN(S(=O)(=O)c2ccc(NC(=S)NC(=O)c3ccccc3)cc2)C1 (centres undefined)	-4	19*	0	-4	7	0	1.7	-4	2
50	CN(CC(=O)Nc1cccc(F)c1)C(=O)CCc1nc2cc(S(=O)(=O)N3CCOCC3)ccc2n1C	-3	1	2	0	-2	7	0.7	-4	3

Continuation.
#	compound	PP1 inh	Fh CTSL1 inh	GRK2 inh	VLA-4 inh	GASC-1 inh	proCasp3 act	PP5 inh	HCV core dimer	procasp7 counter
51	Cn1c(SCC(=O)N/N=C/c2ccncc2)nc2ccccc21	-3	-2	0	-7	-8	5	-2.0	2	5
52	COc1cccc(NC(=O)Cn2c(=O)oc3cc(S(=O)(=O)N4CCCC4)ccc32)c1	-1	2	0	-9	-2	-1	0.3	-2	-4
53	Cc1ccccc1S(=O)(=O)NNC(=O)C(=O)NNc1ccccn1	-2	-1	0	0	5	3	1.0	-5	14
54	COC(C)(C)c1cc(C(C)(C)C)nc(N)n1	-7	0	0	6	3	-3	-0.1	-1	-5
55	COc1ccc(CC(=O)Oc2ccc(C#N)cc2)cc1	-4	2	0	5	6	-4	3.4	-11	0
56	CCOC(=O)C1=C(Cn2ccc(C(F)(F)F)n2)NC(=O)NC1c1ccc2c(c1)OCO2 (centres undefined)	0	2	4	0	-11	19	3.6	0	-1
57	Cc1cc(C)c(C)c(S(=O)(=O)N2CCN(C(=O)c3ccncc3)CC2)c1C	-6	x	1	17	4	0	-0.9	x	2
58	CCOC(=O)c1c(C)[nH]c(C(=O)OCC(=O)Nc2cc(Cl)ccc2OC)c1C	-2	-2	0	-1	5	0	-0.3	3	2
59	CC(=O)Nc1cccc(NC(=O)c2c(-c3ccccc3Cl)noc2C)c1	0	-2	1	8	1	12	-0.4	-5	1

Source: PubChem (several laboratories)
